# Screening data from PubChem.
# KOR beta-arrestin-1: kappa opioid receptor activators – cell-based, luminescence, uHTS, primary screen (AID 1777); KOR beta-arrestin recruitment, luminescence; higher % means a stronger effect; one-dose activation, % at 10 µM; EC50 in µM for titrated hits; 280,000 compounds, 0.02% hits; in the data active = activation above about 50%, passing the limit was not always enough; note: a part of the inactive calls stands beside numbers as strong as those of hits
# KOR beta-arrestin-2: kappa opioid receptor blockers – cell-based, luminescence, uHTS (AID 1778) | KOR beta-arrestin recruitment, luminescence, antagonist mode; higher % means a stronger effect | inhibition, % at 10 µM; hits with a dose series show IC50 in µM | 290,000 compounds, 0.091% hits; in the data active = inhibition above about 50%; note: strong numbers were not always called active
# T cell HTS: T cell immune modulators affecting CD8 T cell-vesicle binding; 2C CD8+ T cell-vesicle binding, flow cytometry; active compounds read low; calls only at 7 µM; 330,000 compounds, 0.068% hits;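 active = response, share of CD8 T cells binding vesicles, and their 90th percentile fluorescence all below set limits, cut at about 80% in these data, passing the limit was not always enough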
#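 Material: 2C TCR transgenic mouse naive CD8+ T cells, MACS-purified. Also added: QL9-charged Drosophila Ld/ICAM-1/B7-1 vesicles. Timing: binding 1.5 h at 37 °C. Measured by: high-throughput flow cytometry with anti-B7-1 and anti-CD8 staining. Read-out: percent CD8+ FL2 mean versus row control. Controls: Unloaded micro-vesicles (low), QL9 vesicles with 0.7% DMSO (high).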
# NTR1 agonist: agonists of NTR1, primary screen, imaging, U2OS cells, beta-arrestin-GFP, high content (AID 493036) | P30989 | NTR1-U2OS beta-arrestin-GFP spot imaging, agonist mode | activation, % at 20 µM | 330,000 compounds, 0.17% hits;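 active = activation at or above 40% of the spot to cytoplasm intensity ratio, with at least 20 cells analyzed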;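 note: 0% = DMSO without peptide and 100% = 100 nM NTR1 peptide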
# Target sequence (P30989 whole entry, looked up): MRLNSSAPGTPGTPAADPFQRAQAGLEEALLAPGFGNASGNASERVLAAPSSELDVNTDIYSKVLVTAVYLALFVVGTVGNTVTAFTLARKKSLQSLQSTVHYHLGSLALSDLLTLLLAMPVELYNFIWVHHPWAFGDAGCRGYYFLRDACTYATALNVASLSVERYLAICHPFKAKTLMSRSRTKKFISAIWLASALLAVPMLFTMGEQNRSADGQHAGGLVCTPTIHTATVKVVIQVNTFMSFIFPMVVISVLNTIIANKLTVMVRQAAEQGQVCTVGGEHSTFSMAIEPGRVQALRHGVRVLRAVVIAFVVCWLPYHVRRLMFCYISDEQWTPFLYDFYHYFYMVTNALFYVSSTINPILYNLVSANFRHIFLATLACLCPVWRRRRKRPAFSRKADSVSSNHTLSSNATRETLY
# GPR35 arrestin U2OS: GPR35 antagonists blocking zaprinast-driven arrestin recruitment, primary screen, imaging, U2OS, beta-arrestin-GFP, zaprinast agonist (AID 2058); U2OS GPR35 beta-arrestin-GFP translocation imaging, zaprinast antagonism; higher % means a stronger effect; one-dose inhibition, % at 10 µM; IC50 in µM for titrated hits; 290,000 compounds, 0.052% hits;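 active = inhibition of at least 50% with at least 30 cells and total cytoplasm GFP at most 10,000,000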
# GPR55 beta-arrestin: GPR55 agonists via beta-arrestin recruitment, primary screen, imaging, U2OS cells, beta-arrestin-GFP redistribution (AID 1961) | U2OS GPR55 beta-arrestin-GFP redistribution imaging; higher % means a stronger effect | activation, % at 10 µM, or EC50 in µM where a hit was titrated | 290,000 compounds, 0.048% hits;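 active = activation above 40% with more than 50 cells counted in the well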;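 note: U2OS osteosarcoma cells stably expressing GPR55 and beta-arrestin-GFP; plate controls were DMSO negative control for no effect and LPI positive control for full effect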
# West Nile virus CPE: inhibition of WNV-induced cytopathic effect – cell-based, CPE readout (AID 1621); West Nile virus-infected cells, CPE inhibition; higher % means a stronger effect; CPE inhibition, % at 10 µM; hits with a dose series show IC50 in µM; 290,000 compounds, 0.02% hits; in the data active = a potency from the dose series; note: strong numbers were not always called active
# GPR55 antagonists: GPR55 antagonists blocking LPI-driven arrestin recruitment, primary screen, imaging, U2OS, beta-arrestin-GFP, LPI agonist (AID 2013). 290,000 compounds, 0.13% hits. inhibition, % at 10 µM; hits with a dose series show IC50 in µM. U2OS GPR55 beta-arrestin-GFP translocation imaging, LPI antagonism; higher % means a stronger effect;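 active = spots per cell inhibited over 60%, with over 100 cells counted and total cytoplasm intensity under 500,000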;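 note: U2OS cells stably carrying GPR55 and arrestin-GFP stimulated by 5 µM LPI near EC80; imaged beta-arrestin-GFP aggregate spots per cell after agonist stimulation; plate controls were LPI-stimulated DMSO wells for no effect and DMSO wells without LPI for full effect; some results filed as inactive read as strong as hits; confirmed hits need IC50 under 10 µM and bright autofluorescent wells are also inconclusive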
# Salmonella PhoP GFP: PhoP-dependent GFP reporter repression – Salmonella Typhimurium, primary screen (AID 1863); S. Typhimurium PhoP-regulated promoter GFP reporter, 4 h; higher % means a stronger effect; one-dose inhibition, % at 50 µM; IC50 in µM for titrated hits; 300,000 compounds, 0.16% hits;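 active = inhibition over 29.93%, a cutoff 3 SD above the screen mean, later confirmed by dose response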;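 note: 0% = low Mg2+ inducing control and 100% = high Mg2+ repressing control; strong numbers were not always called active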
# T cell HTS vesicle-bound %: also measured in T cell HTS; calls as there; double positive events, %; measured here: CD8+ vesicle-bound cell fraction;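 binding gate set so that unloaded-vesicle control wells show 10% double positive cells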
# NTR1 agonist cell count 20 µM: also measured in NTR1 agonist; calls as there; cell count; measured here: cell count, cytotoxicity flag
# The depositor's hits bear a star; i = inactive; nt = no result given; [ ] = another dose, or the depositor's remark.
(1) C/C(NC(=O)c1cccs1)=C1\C(=O)C[C@@H]2[C@H]1C2(C)C
(2) Cc1csc(NC(=O)c2ccc3nc[nH]c3c2)n1
(3) Cc1ccc(NC(=O)C(=O)NCCCN2CCOCC2)c(C)c1
(4) Cc1nc(NC(=O)CCl)sc1C(=O)N(C)C
(5) CCOc1ccc(C2C(C(=O)c3ccco3)=C(O)C(=O)N2CCCn2ccnc2)cc1 (centres undefined)
(6) COc1cccc(C(C)NC(=O)c2ccncc2)c1 (centres undefined)
(7) CCCCCN1CC(O)=C(c2ccccc2)C1=N
(8) COc1ccc2nc3oc(C(=O)N4CCC(C(N)=O)CC4)cc3cc2c1
Screen / compound no.	1	2	3	4	5	6	7	8
GPR55 antagonists	3%	9%	-7%	7%	16%	18%	3%	-12%
KOR beta-arrestin-2	20%	8%	-1%	-29%[20 µM]	50%	-4%	-1%	-19%
GPR55 beta-arrestin	-0.2%	0.2%	-0.1%	-0.1%	-0.1%	0.5%	-0.1%	-0.2%
Salmonella PhoP GFP	-7%	4%	0%	-5%	5%	-4%	4%	-4%
GPR35 arrestin U2OS	-6%	5%	7%	9%	-4%	7%	6%	-16%
West Nile virus CPE	0.2%	0.7%	0.3%	0.7%	1.4%	0.6%	nt	0.6%
NTR1 agonist cell count 20 µM	50	38	62	34	nt	55	84	45
NTR1 agonist	0.7	1.8	1.1	0.5	nt	0.8	-2.2	0.4
KOR beta-arrestin-1	4.0%	11%	-1.1%	nt	-4.1%	-6.3%	5.2%	2.9%
T cell HTS vesicle-bound %	57	26	25	40	nt	61	34	5
T cell HTS	i	i	i	i	nt	i	i	i

(9) O=[n+]1c2c(n([O-])c3ccccc31)CCCC2
(10) CCN1CCN(CC(=O)c2cc(OC)c(OC)c(OC)c2)CC1
(11) Cc1ccc(-c2n[nH]c(=O)c3ccccc23)cc1S(=O)(=O)NCC1CCCO1 (centres undefined)
(12) COc1ccc(C(c2c(C)[nH][nH]c2=O)c2c(C)[nH][nH]c2=O)cc1Br
(13) C#CCNC(=O)C1=C[C@@H](c2coc3ccccc3c2=O)[C@H](CCCO)[C@@H](OCC)O1
(14) Cc1cc(C)nc(CCNC(=O)c2cc(COc3c(C)cccc3C)on2)n1
(15) CSCCC(NC(=O)c1ccccc1Br)C(=O)NC(C)CCc1ccccc1 (centres undefined)
(16) Cc1c(C(=O)NCCN2CCOCC2)oc2ccccc12
Screen / compound no.	9	10	11	12	13	14	15	16
GPR55 antagonists	-4%	11%	6%	6%	-9%	14%	7%	-2%
KOR beta-arrestin-2	-30%	-3%	-20%	-10%	-1%	22%	0%	40%
GPR55 beta-arrestin	0.6%	-0.2%	-0.1%	0.0%	-0.2%	-0.1%	0.7%	-0.1%
Salmonella PhoP GFP	5%	5%	-3%	5%	-5%	-5%	-6%	5%
GPR35 arrestin U2OS	1%	-9%	3%	-7%	7%	15%	-8%	-18%
West Nile virus CPE	0.0%	-0.2%	-0.9%	-0.5%	-0.5%	-0.3%	-0.6%	0.9%
NTR1 agonist cell count 20 µM	68	33	56	76	60	57	73	89
NTR1 agonist	-0.7	-0.6	-0.2	4.3	-0.9	2.1	0.1	-0.3
KOR beta-arrestin-1	2.4%	-2.1%	-0.2%	-0.8%	nt	1.4%	2.0%	1.0%
T cell HTS vesicle-bound %	12	20	41	8	nt	44	28	51
T cell HTS	i	i	i	i	nt	i	i	i

(17) CCOCCn1c(CN2CCC(Cc3ccccc3)CC2)nc2c1c(=O)n(C)c(=O)n2C
(18) CCCCNC(=O)CNC(=O)c1cccs1
(19) O=C(NCc1ccccn1)c1cc2c(ccc3ccccc32)oc1=O
(20) O=C(Nc1cccc(S(=O)(=O)N2CCCCC2)c1)c1ccccc1NS(=O)(=O)c1ccc(F)cc1
(21) CC(=O)Nc1ccccc1NC(=O)c1cc(C)cc(C)c1
(22) Cc1nnc(NC(=O)CSc2nnc(C)n2-c2ccc(F)cc2)s1
(23) CON/C=C(\C=Nc1ccc(C(F)(F)F)cc1)c1ncc(C(F)(F)F)cc1Cl
(24) O=C1CCCCCC1C1(O)C(=O)Nc2ccccc21 (centres undefined)
Screen / compound no.	17	18	19	20	21	22	23	24
GPR55 antagonists	8%	23%	2%	-8%	3%	-5%	14%	10%
KOR beta-arrestin-2	-7%	8%	-48%	8%	13%[20 µM]	11%	-15%	-2%
GPR55 beta-arrestin	0.2%	0.2%	-0.2%	-0.2%	-0.1%	-0.2%	0.8%	-0.1%
Salmonella PhoP GFP	nt	-6%	-1%	4%	0%	-7%	-5%	-1%
GPR35 arrestin U2OS	5%	10%	-7%	-3%	26%	-5%	-13%	6%
West Nile virus CPE	-0.8%	-0.2%	-0.6%	0.1%	-0.5%	0.2%	0.2%	0.1%
NTR1 agonist cell count 20 µM	67	62	59	41	91	24	95	53
NTR1 agonist	1.6	-1.4	0.3	4.3	0.3	0.1	0.8	-1.1
KOR beta-arrestin-1	-1.4%	-0.8%	1.1%	-0.5%	-6.9%	-1.2%	-1.2%	-1.6%
T cell HTS vesicle-bound %	25	7	15	45	52	30	34	55
T cell HTS	i	i	i	i	i	i	i	i

(25) Cc1ccc(CN=c2c([N+](=O)[O-])nn(-c3ccc(Cl)cc3)n2O)cc1
(26) Cc1ccc(N2C(=O)CC(NNc3nc4ccccc4s3)C2=O)cc1C (centres undefined)
(27) O=C(O)C1CCN(S(=O)(=O)c2ccc(N3CCCC3C(=O)O)c([N+](=O)[O-])c2)CC1 (centres undefined)
(28) Cc1c(-n2c(O)c(C3=c4ccccc4=NC3=O)sc2=S)c(=O)n(-c2ccccc2)n1C
(29) CC(C)(C)c1ccc(C(=O)N/N=C/c2ccc(OCCCF)cc2)cc1
(30) CN1C(=O)c2ccccc2C(C(=O)NCCCN2CCCC2=O)C1c1c[nH]c2ccccc12 (centres undefined)
(31) COCCNC(=O)CSc1nc2cc3c(cc2c(=O)n1Cc1ccco1)OCO3
(32) Cc1cc(C)n(CCNC(=O)C2CCC(=O)N(CC3CCCCC3)C2)n1 (centres undefined)
Screen / compound no.	25	26	27	28	29	30	31	32
GPR55 antagonists	11%	6%	11%	12%	-9%	12%	7%	10%
KOR beta-arrestin-2	5%	-6%	-4%	31%	-14%	3%	3%	-5%
GPR55 beta-arrestin	-0.1%	-0.1%	-0.1%	-0.2%	-0.1%	-0.1%	-0.4%	-0.1%
Salmonella PhoP GFP	2%	-6%	-3%	-6%	-5%	1%	-13%	-1%
GPR35 arrestin U2OS	-3%	-4%	6%	4%	-15%	-12%	3%	-9%
West Nile virus CPE	-1.1%	1.0%	-0.1%	0.7%	0.3%	0.3%	-0.3%	0.7%
NTR1 agonist cell count 20 µM	55	41	58	66	30	48	90	64
NTR1 agonist	-1.4	4.2	1.2	9.0	5.3	-0.7	-0.8	1.5
KOR beta-arrestin-1	-2.0%	16%	3.6%	-5.0%	-3.3%	2.3%	1.1%	-4.9%
T cell HTS vesicle-bound %	15	8	2	68	36	57	33	64
T cell HTS	i	i	i	i	i	i	i	i

(33) O=C(CSc1ccc(Cl)cc1)Nc1ccccc1N1CCN(C(=O)c2ccc(Cl)cc2)CC1
(34) CCCCc1nn(-c2cc(Cl)ccc2OC)c2c1C(=O)CC(C)(C)C2
(35) CCNC(=O)CSc1nnc(CN2CCCCCC2=O)n1-c1ccccn1
(36) Cc1ccc2c(c1)c(C)cc(=O)n2CCC(=O)O
(37) COc1ccccc1NC(=O)c1ccc(S(=O)(=O)N2CCCC(C)C2)cc1 (centres undefined)
(38) O=C(NC(=S)Nc1ccc(C(=O)N2CCOCC2)cc1)c1ccc([N+](=O)[O-])cc1
(39) CC(CCc1ccccc1)N(C)CC(O)c1cccc([N+](=O)[O-])c1 (centres undefined)
(40) O=S(=O)(Nc1nc2cc3c(cc2nc1Cl)OCCO3)c1ccccc1
(41) Cc1cccn2cc(-c3cccc(S(=O)(=O)N4CCOCC4)c3)nc12
(42) C=CCn1c2ccccc2c2nnc(SC(CC)C(=O)Nc3nc(C)c(C(=O)OCC)s3)nc21 (centres undefined)
(43) N#Cc1c(-c2cccs2)cc(-c2cccnc2)nc1N
Screen / compound no.	33	34	35	36	37	38	39	40	41	42	43
GPR55 antagonists	14%	1%	-10%	14%	9%	-1%	4%	7%	31%	-5%	14%
KOR beta-arrestin-2	14%	24%	-26%	12%	7%	27%	-1%	-14%	5%	-31%	8%
GPR55 beta-arrestin	0.6%	-0.2%	-0.2%	0.0%	0.6%	-0.1%	-0.1%	-0.5%	-0.1%	0.5%	-0.1%
Salmonella PhoP GFP	33%	0%	-5%	-8%	10%	-8%	-10%	-1%	1%	-7%	0%
GPR35 arrestin U2OS	0%	-2%	-4%	8%	6%	20%	2%	10%	14%	-9%	7%
West Nile virus CPE	-1.1%	-0.5%	-0.3%	0.1%	-0.5%	-0.2%	-0.3%	-0.1%	0.2%	nt	0.4%
NTR1 agonist cell count 20 µM	79	79	64	56	53	61	74	24	56	75	90
NTR1 agonist	7.3	-1.7	0.0	1.6	0.4	1.5	0.0	0.6	2.5	12	0.6
KOR beta-arrestin-1	3.0%	-6.8%	5.6%	0.8%	1.2%	-2.1%	5.5%	1.7%	-4.8%	18%	1.3%
T cell HTS vesicle-bound %	8	41	22	33	45	55	48	10	70	21	23
T cell HTS	i	i	i	i	i	i	i	i	i	i	i
